# POLH inh: inhibitors of human DNA polymerase eta | recombinant Pol eta, fluorescent DNA replication assay | Q9Y253 | AID 588591 | Potency, µM (titrated, usually from 114 µM), without a hit: at the highest dose activity change, negative = inhibition, most hits filed as inhibitors | actives 1.2% (n = 390,000); also: % is scaled to controls: 0 for no effect and ±100 for the full control effect
#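 Pol eta at 10 nM preincubated with compounds 15 min at room temperature; reaction started with fluorescent substrate (50 nM final) and read kinetically at 0 and 10 min.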
# JMJD2A Tudor inh: JMJD2A Tudor domain (human) inhibition. O75164. AlphaScreen JMJD2A-Tudor / H3K4me3 peptide binding. Potency, µM (top dose mostly 114 µM), for inactives: top-dose activity change, negative = inhibition, hits mostly inhibitors. actives 4.4% (n = 390,000). AID 504339; also: % is scaled to controls: 0 for no effect and ±100 for the full control effect; nearly all actives have a fitted effect of over 50% in size
# G9a inh: blocks human histone lysine methyltransferase G9a | Potency, µM (series often up to 102 µM), for inactives: at the highest dose activity, negative = inhibition, actives largely listed as inhibitors | G9a H3K9 monomethylation, AlphaScreen, 2 h | actives 8.8% (n = 350,000) | Q96KQ7; also: % is scaled to controls: 0 for no effect and ±100 for the full control effect; nearly all actives have a fitted effect of over 75% in size
# Target sequence (Q96KQ7 913-1193 limits assumed): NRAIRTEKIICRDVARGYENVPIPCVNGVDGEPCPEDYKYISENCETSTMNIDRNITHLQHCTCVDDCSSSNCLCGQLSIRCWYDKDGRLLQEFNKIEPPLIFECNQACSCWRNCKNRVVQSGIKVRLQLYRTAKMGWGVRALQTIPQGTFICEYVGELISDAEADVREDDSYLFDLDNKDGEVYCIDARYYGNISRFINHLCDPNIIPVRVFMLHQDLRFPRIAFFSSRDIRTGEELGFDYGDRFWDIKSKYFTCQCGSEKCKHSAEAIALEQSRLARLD
#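 Signal arises when biotinylated H3K9 peptide, once monomethylated, bridges streptavidin donor and antibody-captured acceptor beads. Enzyme at 20 nM was preincubated 15 min with test compounds; peptide 500 nM and SAM 20 uM then reacted for 2 h.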
# Pol kappa inh: DNA polymerase kappa (human) inhibition. purified Pol kappa, fluorescent DNA synthesis assay, 10 min. Potency, µM (top dose mostly 107 µM), for the others: at the highest dose activity, negative = inhibition, most hits filed as inhibitors. actives 0.53% (n = 400,000). AID 588579; also: % is scaled to controls: 0 for no effect and ±100 for the full control effect
#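 Inhibition of 10 nM Pol kappa is measured by a fluorescent read-out at 0 and 10 min following addition of 50 nM substrate (final), with a 15-min room-temperature compound preincubation.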
# APEX1 inh: blocks human APE1 abasic DNA cleavage. P27695. recombinant APE1, TAMRA/BHQ-2 abasic DNA cleavage fluorescence. Potency, µM (series often up to 65.8 µM), for inactives: at the highest dose activity change, negative = inhibition, hits mostly inhibitors. actives 0.35% (n = 350,000). AID 2517;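 also: plate controls were vehicle for no effect and reference inhibitor for full effect; nearly all actives have a fitted effect of over 55% in size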
#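 Enzyme (0.75 nM final) and test compound are incubated 15 min at room temperature before adding 50 nM quenched THF abasic-site duplex. Cleavage dequenches TAMRA, followed at 525/598 nm over three reads one minute apart.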
# Pol beta inh: inhibitors of human DNA polymerase beta; actives 1.3% (n = 340,000); P06746; Potency, µM (titrated, usually from 114 µM), for inactives: top-dose activity change, negative = inhibition, most hits filed as inhibitors; AID 485314; Pol beta primer extension/strand displacement, fluorescence kinetic; also: % is scaled to controls: 0 for no effect and ±100 for the full control effect
#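 Pol beta (10 nM) and compounds were preincubated 15 min at room temperature, then 50 nM substrate (final) started primer extension/strand displacement. Reads were taken at 0 and 10 min; concentration-response data were fitted to a four-parameter Hill equation.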
# Pol iota inh: DNA polymerase iota (human) inhibition. Q9UNA4. Pol iota fluorescent replication assay, 10 min. Potency, µM (titrated, usually from 115 µM), for inactives: at the highest dose activity, negative = inhibition, actives largely listed as inhibitors. actives 1% (n = 390,000). AID 588590
# Target sequence (Q9UNA4 whole entry, looked up): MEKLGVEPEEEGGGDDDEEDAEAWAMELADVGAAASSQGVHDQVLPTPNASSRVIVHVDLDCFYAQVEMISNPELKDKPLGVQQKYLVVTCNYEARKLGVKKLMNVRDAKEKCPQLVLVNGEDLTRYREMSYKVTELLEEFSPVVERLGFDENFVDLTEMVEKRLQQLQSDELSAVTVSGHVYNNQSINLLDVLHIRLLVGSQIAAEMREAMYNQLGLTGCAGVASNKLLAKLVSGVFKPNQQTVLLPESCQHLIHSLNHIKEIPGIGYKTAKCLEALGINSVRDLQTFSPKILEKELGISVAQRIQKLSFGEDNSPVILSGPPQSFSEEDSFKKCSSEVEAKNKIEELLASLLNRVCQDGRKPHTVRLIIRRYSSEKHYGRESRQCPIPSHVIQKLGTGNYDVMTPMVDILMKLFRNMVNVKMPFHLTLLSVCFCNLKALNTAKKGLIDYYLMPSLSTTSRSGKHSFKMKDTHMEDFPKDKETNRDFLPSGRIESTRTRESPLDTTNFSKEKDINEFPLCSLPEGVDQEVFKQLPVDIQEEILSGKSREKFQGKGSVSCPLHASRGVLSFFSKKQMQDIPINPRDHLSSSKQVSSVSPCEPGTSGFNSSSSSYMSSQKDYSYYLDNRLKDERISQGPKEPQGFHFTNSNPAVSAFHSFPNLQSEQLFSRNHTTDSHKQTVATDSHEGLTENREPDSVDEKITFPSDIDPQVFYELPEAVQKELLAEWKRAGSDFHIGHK
#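 Pol iota at 10 nM preincubated 15 min with compounds at room temperature; reaction started with fluorescent substrate, 50 nM final. Fluorescence read kinetically at 0 and 10 min; buffer-only wells as negative control.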
# BLM inh: inhibitors of human Bloom syndrome helicase BLM; Potency, µM (series often up to 56.1 µM), for inactives: at the highest dose activity change, negative = inhibition, usual class: inhibitors; recombinant BLM DNA unwinding, fluorescence dequenching; AID 2528; actives 0.2% (n = 350,000);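 also: plate controls were vehicle for no effect and no enzyme for full effect; nearly all actives have a fitted effect of over 35% in size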
# BAZ2B inh: blocks human BAZ2B | AlphaScreen BAZ2B-H3K14Ac peptide displacement | actives 4.4% (n = 360,000) | Potency, µM (top dose mostly 114 µM), without a hit: at the highest dose activity change, negative = inhibition, usual class: inhibitors | AID 504333 | Q9UIF8; also: % is scaled to controls: 0 for no effect and ±100 for the full control effect; nearly all actives have a fitted effect of over 60% in size
#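 AlphaScreen displacement: compounds (up to 110uM) incubated 30 min at room temperature with a preformed 50 nM BAZ2B/50 nM biotinylated H3K14Ac peptide complex in PBS pH 7.4 with Tween-20. Donor and acceptor beads at 10 ug/mL final added, 20 min light-protected before reading.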
# An asterisk follows results filed as active; u = inconclusive; x = no result given; [ ] = remark or other dose. Calls follow the shape of the dose curve; as a rule, active = well fitted curve in the direction sought with a large enough effect; inconclusive = small, poorly fitted or top-dose-only effect, or another doubt; inactive = no such curve, though single readings can be large; an effect the other way counts as inactive or inconclusive. Potency is read from the fitted curve at half-maximal effect. This is a subset; count on the stated rates, not on these rows.
SMILES,POLH inh,JMJD2A Tudor inh,G9a inh,Pol kappa inh,APEX1 inh,Pol beta inh,Pol iota inh,BLM inh,BAZ2B inh
COC(=O)c1scc(S(=O)(=O)C(C)(C)C)c1N,-10.0%,-6.9%,27.4%,-4.7%,2.5%,-15.7%,-3.6%[58.9 µM],-0.7%,-4.1%
Cc1ccc(C(C(=O)NC2CCCCC2)N(CC2CCCO2)C(=O)CCCC(=O)Nc2ccccn2)cc1 (stereo not given),-21.2%,4.2%,13.7%[59 µM],-21.6%,47.9%[activator][12.4 µM],-8.1%,113.9%[activator],1.3%,4.7%
O=C(Nc1ccccc1-c1ccccc1)NC1CCN(C(=O)N2CCOCC2)CC1,15.9%,-9.3%,19.9%[59 µM],-11.7%,4.4%,0.6%,10.5%,2.6%,8.6%
COC(C[C@H]1O[C@H]1[C@H](O)[C@@H](C)OCc1ccccc1)OC,-3.1%,-6.4%,33.9%[59 µM],17.3%,2.2%,0.4%,18.6%,-1.1%,-1.6%
COc1cc(C(N)=O)cc(Cl)c1OCc1ccccc1,-20.9%,-7.6%,7.3%[59 µM],-5.5%,-0.5%,32.9%,2.4%,-3.1%,-1.7%
Cc1cccc(C)c1NC(=O)CN(Cc1ccc(Br)cc1)S(=O)(=O)c1ccccc1,-3.1%,-5.2%,-22.8%[59 µM],-7.4%,x,10.2%,7.8%,-7.8%,2.6%
Cc1ccc(N(C)S(=O)(=O)c2cccc(C(=O)NCC(c3ccco3)N3CCCC3)c2)cc1 (stereo not given),-6.3%,-31.2%,-2.6%[59 µM],1.7%,7.9%,x,-24.3%,x,-23.9%
O=C(C1=NN(c2ccccc2)C2C(=O)N(c3ccc(Cl)cc3)C(=O)C12)c1ccccc1 (stereo not given),-20.0%,17.1%,-34.0%,-2.3%,9.0%,5.2%,22.4%,4.7%,7.1%
Cc1cccc(NC(=S)N2CCC(C(N)=O)(N3CCCCC3)CC2)c1C,-3.3%,-8.2%,0.3%,-7.2%,-1.4%,27.0%,-11.0%,-7.5%,-10.4%
Cc1ccc(F)cc1NC(=O)/C=C/c1ccc(S(=O)(=O)N2CCOCC2)cc1,-12.8%,-18.5%,x,-4.3%,-0.5%,x,81.9%[activator],x,x
O=C1CC(=O)Nc2cc(S(=O)(=O)Nc3cccc(C(F)(F)F)c3)ccc2N1,-3.2%,-10.3%,36.7%[activator],1.4%,31.0%,24.6%,39.6%[activator],0.9%,-12.8%
O=C(c1cccc(F)c1)N1CCN=C1SCc1cccnc1,-6.3%,-10.3%,-6.0%,21.7%,-0.6%,-5.6%,11.7%,0.8%,-14.0%
CC(C)(C)c1ccc(/C=N/NC(=S)NCc2ccccc2)cc1,-10.1%,-13.6%,23.7%[59 µM],-14.8%,-4.6%,34.0%,129.9%[activator],-7.8%,-0.3%
CC(=O)N1CCN(S(=O)(=O)c2cccc(C(=O)NCCc3ccc(Cl)cc3)c2)CC1,-9.1%,-17.8%,13.5%[0.501 µM],-12.9%,-15.9%,x,14.5%,x,7.5%
CCCCn1c(SCC(=O)Nc2cc(C)on2)nnc1-c1ccco1,-16.5%,8.2%,-47.2%[59 µM],4.8%,-3.2%,-1.3%,1.7%,-2.8%,6.9%

# Three entries from above, ordered by the value under APEX1 inh, largest number first:
SMILES,POLH inh,JMJD2A Tudor inh,G9a inh,Pol kappa inh,APEX1 inh,Pol beta inh,Pol iota inh,BLM inh,BAZ2B inh
O=C1CC(=O)Nc2cc(S(=O)(=O)Nc3cccc(C(F)(F)F)c3)ccc2N1,-3.2%,-10.3%,36.7%[activator],1.4%,31.0%,24.6%,39.6%[activator],0.9%,-12.8%
Cc1ccc(N(C)S(=O)(=O)c2cccc(C(=O)NCC(c3ccco3)N3CCCC3)c2)cc1 (stereo not given),-6.3%,-31.2%,-2.6%[59 µM],1.7%,7.9%,x,-24.3%,x,-23.9%
Cc1ccc(F)cc1NC(=O)/C=C/c1ccc(S(=O)(=O)N2CCOCC2)cc1,-12.8%,-18.5%,x,-4.3%,-0.5%,x,81.9%[activator],x,x

# (listing goes on)
SMILES,POLH inh,JMJD2A Tudor inh,G9a inh,Pol kappa inh,APEX1 inh,Pol beta inh,Pol iota inh,BLM inh,BAZ2B inh
CC1CCc2onc(C(=O)N3CCN(c4ccccc4)CC3)c2C1 (stereo not given),-13.6%,-20.4%,-11.1%[59 µM],3.2%,x,6.8%,15.2%,1.6%,10.3%[57.1 µM]
C/C(CC(=O)Nc1ccccn1)=N\NC(=O)c1cccc(C)c1,-1.9%,-11.1%,28.1%,-3.7%,15.9%,-1.9%,35.7%,7.9%,-10.9%
CC1=NN(C(=O)COc2ccc(C)c(C)c2)C(O)(c2ccccc2)C1 (stereo not given),-24.7%,-19.6%,-6.8%,2.8%,19.3%,0.4%,15.4%,4.4%,-9.4%
COc1ccccc1N1C(=O)c2ccc(C(=O)Nc3ccc(F)cc3)cc2C1=O,-19.0%,-14.4%,13.4%,-17.4%,-3.5%,6.8%,-19.1%,-8.5%,-35.0%
Cc1cc(N(CC(=O)O)S(C)(=O)=O)ccc1Br,-5.3%,-11.4%,11.3%[12.7 µM],-1.4%,4.7%,-3.0%,2.4%,-1.3%,-5.6%
CC(C)Cn1c(SC(C)C(=O)NCC2CCCO2)nc2ccc(Cl)cc2c1=O (stereo not given),3.9%,0.0%,1.2%[12.7 µM],-11.2%,3.3%,x,2.9%,x,-3.1%
CCOC(=O)c1ccccc1NS(=O)(=O)c1ccc(C)cc1,-4.1%,48.8%[activator],34.5%,-26.8%,u,0.4%,-4.9%,-9.3%,45.9%[activator]
Cc1sc2ncnc(NCc3ccccc3)c2c1C,-12.4%,13.9%,-21.9%[59 µM],-8.9%,-2.1%,-22.5%,4.9%,1.6%,-1.3%
Cc1ccc(NC(=O)C2c3ccccc3Oc3ccccc32)nc1,-21.9%,-9.8%,9.4%,-8.2%,-1.2%,7.2%,84.4%[activator],-5.3%,-4.3%
CCCn1cc(CN2CCC(C(=O)Nc3cccc(-c4cscn4)c3)CC2)c(C)n1,10.5%,-15.2%,x,-7.0%,-5.4%,13.6%,35.7%[activator],-7.4%,-8.8%
O=C(Nc1ccc2c3c(cccc13)CC2)c1cccc([N+](=O)[O-])c1,-15.4%,-17.1%,26.9%[59 µM],-12.9%,0.6%,10.7%,0.3%,-1.2%,u
CCCCc1ccc(NS(=O)(=O)c2cccs2)cc1,-21.9%,35.8%,79.0%[activator],-12.0%,-4.9%,11.1%,-1.7%,-10.7%,25.9%
COc1ccc(-c2nc(C)c(CCNC(=O)c3ccco3)s2)cc1,-2.7%,-15.5%,-3.0%[59 µM],-8.0%[60.1 µM],x,15.5%,-9.3%,-4.9%,-20.4%
C=CCNC(=O)NC(=O)COC(=O)c1nc2nccc(C)n2n1,-10.2%,-5.6%,u,-0.9%,-0.3%,4.5%,-8.2%,-0.5%,-16.3%
Cc1nnc2ccc(-c3ccc(NS(=O)(=O)c4ccc(F)cc4F)cc3)nn12,u,-16.6%,8.9%[0.501 µM],-3.8%,-2.2%,x,10.6%,x,4.9%

# Laid out differently: five of the compounds above
compound | POLH inh | JMJD2A Tudor inh | G9a inh | Pol kappa inh | APEX1 inh | Pol beta inh | Pol iota inh | BLM inh | BAZ2B inh
O=C(C1=NN(c2ccccc2)C2C(=O)N(c3ccc(Cl)cc3)C(=O)C12)c1ccccc1 (stereo not given) | -20.0% | 17.1% | -34.0% | -2.3% | 9.0% | 5.2% | 22.4% | 4.7% | 7.1%
Cc1ccc(NC(=O)C2c3ccccc3Oc3ccccc32)nc1 | -21.9% | -9.8% | 9.4% | -8.2% | -1.2% | 7.2% | 84.4%[activator] | -5.3% | -4.3%
Cc1cccc(NC(=S)N2CCC(C(N)=O)(N3CCCCC3)CC2)c1C | -3.3% | -8.2% | 0.3% | -7.2% | -1.4% | 27.0% | -11.0% | -7.5% | -10.4%
Cc1ccc(C(C(=O)NC2CCCCC2)N(CC2CCCO2)C(=O)CCCC(=O)Nc2ccccn2)cc1 (stereo not given) | -21.2% | 4.2% | 13.7%[59 µM] | -21.6% | 47.9%[activator][12.4 µM] | -8.1% | 113.9%[activator] | 1.3% | 4.7%
CCCn1cc(CN2CCC(C(=O)Nc3cccc(-c4cscn4)c3)CC2)c(C)n1 | 10.5% | -15.2% | x | -7.0% | -5.4% | 13.6% | 35.7%[activator] | -7.4% | -8.8%

# Next entries follow.
SMILES,POLH inh,JMJD2A Tudor inh,G9a inh,Pol kappa inh,APEX1 inh,Pol beta inh,Pol iota inh,BLM inh,BAZ2B inh
O=C(CSc1nccn1Cc1ccccc1)Nc1ccc2c(c1)OCCO2,-19.6%,-32.9%,-6.6%[59 µM],-6.3%[60.1 µM],x,36.2%,1.1%,-0.8%,u
CN(Cc1nccs1)C(=O)CC1C(=O)NCCN1Cc1ccc(-c2ccccc2)cc1 (stereo not given),-10.9%,u,u,5.5%,-3.4%,6.1%,8.7%,-0.3%,-35.4%
O=C(CSc1ccc(C(F)(F)F)cc1[N+](=O)[O-])N1CCOCC1,-2.1%,-22.3%,5.3%[0.501 µM],-0.2%,3.5%,38.1%,107.3%[activator],1.0%,0.8%
CN1/C(=C\C(=O)COC(=O)c2nccnc2N)C(C)(C)c2ccccc21,-17.6%,-16.6%,-8.9%[0.501 µM],-3.5%,43.4%,x,-6.3%,x,-33.2%
COc1ccc(NC(=O)C(=O)NCCN2CCN(C(=O)c3ccco3)CC2)cc1,-22.9%,-3.6%,-1.3%,4.4%,16.0%,4.0%,69.8%[activator],0.3%,-11.0%
CN(C)CCNC(=O)c1ccc2nc(CCc3ccccc3)oc2c1,-13.4%,-14.7%,-18.4%[59 µM],-4.1%[60.1 µM],x,20.0%,u,-5.0%,-32.0%
CC(C)NC(=O)c1ccc2c3n(nc2c1)-c1ccccc1CO3,-18.3%,-11.3%,22.7%[12.7 µM],-5.6%,-1.3%,2.4%,31.8%[activator],3.5%,23.9%

# Assay outcomes (PubChem BioAssay)
